# Bioassay records as filed in PubChem.
# Avidin bead fluor = avidin bead compound fluorescence profile; Avidin beads, compound fluorescence 488/530 nm, flow cytometry; stronger effect = higher value; fluorescence (KMESF) at 10 µM; 220,000 compounds, 0.38% hits; AID 1775; in the data active = fluorescence above about 47; note: inactives centre near 10
# ABCG2 block = inhibitors of human ABCG2 transporter, ABCB1 counter-screen | Q9UNQ0 | IgMXP3 cells, JC-1 efflux, flow cytometry | inhibition, % at 6.6 µM | 190,000 compounds, 0.1% hits | AID 1325;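 active = inhibition above 80%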;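 note: 0% = DMSO and 100% = nicardipine control wells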
#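 Test system: IgMXP3 cells (ABCG2) mixed with DDAO far-red-labelled CCRF-Adr cells (ABCB1). Reagent: JC-1 transporter substrate. Compound dosing: single test compound dose, 6.6 µM final. Times: 10 min compound exposure, 25 °C. Detection: flow cytometry of retained JC-1 fluorescence. Read-out basis: efflux inhibition in percent versus controls. Controls: nicardipine and DMSO wells.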
# Rac1 wt modul = alters GTP binding to wildtype human Rac1. P63000. GST-Rac1 beads, fluorescent GTP binding, flow cytometry; actives lie on both sides; 0 = cold GTP competed, 100 = untreated. GTP binding activity (% of control), % at 10 µM. 190,000 compounds, 0.27% hits;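 active = GTP binding activity at least 20 points away from the 100% control level, either lower or higher; inconclusive = compound flagged as likely green fluorescent, judged across all proteins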
# ABCB1 inh = blocks JC-1 efflux by human ABCB1 transporter; P08183; CCRF-Adr cells, flow cytometry; inhibition, % at 6.6 µM; 190,000 compounds, 0.067% hits; in the data active = inhibition above about 40%;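 note: 0% = vehicle and 100% = reference inhibitor; higher value means more JC-1 retained so stronger ABCB1 efflux block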
# Target sequence (P08183 whole entry, looked up): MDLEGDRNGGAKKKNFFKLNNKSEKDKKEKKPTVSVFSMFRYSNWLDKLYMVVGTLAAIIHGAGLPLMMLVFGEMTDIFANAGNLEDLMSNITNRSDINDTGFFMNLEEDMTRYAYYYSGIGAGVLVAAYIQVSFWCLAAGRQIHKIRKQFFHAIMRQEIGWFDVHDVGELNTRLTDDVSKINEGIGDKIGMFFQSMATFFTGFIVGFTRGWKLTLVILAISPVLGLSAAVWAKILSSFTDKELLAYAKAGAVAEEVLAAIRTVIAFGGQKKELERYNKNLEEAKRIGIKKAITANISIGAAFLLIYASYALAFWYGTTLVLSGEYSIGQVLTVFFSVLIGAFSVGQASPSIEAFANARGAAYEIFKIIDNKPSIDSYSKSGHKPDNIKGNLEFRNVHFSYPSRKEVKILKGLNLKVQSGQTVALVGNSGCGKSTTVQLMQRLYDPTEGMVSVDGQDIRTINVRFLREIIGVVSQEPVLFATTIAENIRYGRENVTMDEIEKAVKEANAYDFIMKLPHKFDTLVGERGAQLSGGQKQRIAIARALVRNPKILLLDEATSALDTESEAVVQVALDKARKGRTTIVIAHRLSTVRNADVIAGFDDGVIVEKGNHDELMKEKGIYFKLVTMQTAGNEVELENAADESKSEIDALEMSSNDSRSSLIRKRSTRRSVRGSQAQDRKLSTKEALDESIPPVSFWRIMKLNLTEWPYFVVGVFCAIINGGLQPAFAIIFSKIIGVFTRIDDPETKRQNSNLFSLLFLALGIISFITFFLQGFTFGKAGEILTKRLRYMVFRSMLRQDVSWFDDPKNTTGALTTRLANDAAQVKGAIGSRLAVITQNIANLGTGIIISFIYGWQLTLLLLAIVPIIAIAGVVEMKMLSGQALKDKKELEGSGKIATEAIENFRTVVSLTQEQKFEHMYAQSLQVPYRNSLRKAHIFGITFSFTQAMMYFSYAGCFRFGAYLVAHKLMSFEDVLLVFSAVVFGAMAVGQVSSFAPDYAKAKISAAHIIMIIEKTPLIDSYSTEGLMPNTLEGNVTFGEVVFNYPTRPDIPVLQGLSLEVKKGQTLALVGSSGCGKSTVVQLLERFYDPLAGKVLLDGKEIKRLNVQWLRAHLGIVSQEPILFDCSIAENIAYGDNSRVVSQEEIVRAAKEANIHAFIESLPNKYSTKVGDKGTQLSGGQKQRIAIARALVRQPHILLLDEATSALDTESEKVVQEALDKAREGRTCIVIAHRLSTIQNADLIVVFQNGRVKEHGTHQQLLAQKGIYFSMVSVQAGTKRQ
# Rab7 wt modul = dog Rab7 wildtype GTP binding, inhibitors and activators | GTP binding activity (percent of control), % at 10 µM | 190,000 compounds, 0.055% hits | GST-Rab7 beads, fluorescent GTP binding, flow cytometry; actives lie on both sides; untreated = 100%, excess cold GTP = 0%;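 active = fluorescent GTP binding to Rab7 beads changed by at least 20 points from the 100% baseline, either direction, mostly lower; inconclusive = compound itself probably fluorescent, or too few beads counted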;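 note: median green fluorescence of bound Bodipy-FL-GTP per Rab7 bead population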
# Cdc42 wt = human Cdc42 wildtype GTP binding change, either direction | P60953 | GST-Cdc42 beads, Bodipy-GTP binding, flow cytometry; actives lie on both sides | percent activity (GTP binding), % at 10 µM | 190,000 compounds, 0.2% hits | AID 761;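 active = percent activity GTP binding at least 20 points away from the 100% baseline, either down as inhibitor or up as activator; inconclusive = compound flagged as likely green fluorescent from well-wide comparison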;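 note: median bead fluorescence of bound Bodipy-FL-GTP at 100 nM; 0% = excess unlabeled GTP control and 100% = no compound control; below 100% means less GTP binding so inhibitor and above means activator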
# Rac1 mut GTP = alters GTP binding to activated mutant human Rac1; P63000; GST-Rac1 activated beads, fluorescent GTP binding, flow cytometry; actives lie on both sides; 100% means binding = to untreated wells; percent activity (GTP binding), % at 10 µM; 190,000 compounds, 0.11% hits; AID 764;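 active = GTP binding at least 20 percentage points away from the 100% baseline, in either direction, so actives lie on both sides; inconclusive = Compound likely fluorescent itself, or too few beads counted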
# Rab2A wt mod = changes GTP binding to wildtype dog Rab2A, up or down; P61105; 190,000 compounds, 0.19% hits; GST-Rab2 wt beads, Bodipy-GTP binding, flow cytometry; GTP binding activity, % at 10 µM; AID 760;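 active = GTP binding activity at least 20 points away from 100%, either lowered or raised; inconclusive = signal likely due to the compound's own green fluorescence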;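 note: 0% = beads with excess unlabeled GTP and 100% = no-compound control corrected for plate trend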
# HRas wt GTP = modulators of GTP binding to human HRas wildtype; P01112; GST-Ras wt beads, Bodipy-FL-GTP binding, flow cytometry; actives lie on both sides; GTP binding activity, % at 10 µM; 190,000 compounds, 0.14% hits; AID 759;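 active = GTP binding activity at least 20% away from the 100% baseline, either lowered as inhibitor or raised as activator; inconclusive = flagged as likely green fluorescent, judged across all proteins in the well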;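 note: 0% = unlabeled GTP competition control and 100% = no-compound control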
# Pf gametocyte = kills late stage P. falciparum gametocytes; P. falciparum stage V gametocytes, ATP luminescence, 24 h; inhibition, % at 10.9 µM; 150,000 compounds, 0.065% hits; AID 743093;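 active = inhibition above the mean plus 3 SD of compounds within the control limits, set per campaign, cut at about 38% in these data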;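 note: 0% = DMSO wells and 100% = medium only without gametocytes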
# Mcl1-Noxa inh = disrupts binding of human Mcl-1 to Noxa peptide; Q07820; TR-FRET Mcl-1/Noxa peptide binding, 2 h; inhibition, % at 21.7 µM; 220,000 compounds, 1.5% hits;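 active = compounds that cut the protein-peptide binding signal by more than 50% relative to plate controls in a single-dose test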;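 note: His-tagged Mcl-1 with rhodamine Noxa BH3 peptide and terbium anti-His antibody; 0% = Mcl-1 plus Noxa peptide wells and 100% = peptide-only wells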
# The depositor's hits bear a star; ? = inconclusive; · = not tested or not shown; & = joins results of further samples.
SMILES,Avidin bead fluor,ABCG2 block,Rac1 wt modul,ABCB1 inh,Rab7 wt modul,Cdc42 wt,Rac1 mut GTP,Rab2A wt mod,HRas wt GTP,Pf gametocyte,Mcl1-Noxa inh
CC1(C)CC(=O)C2=C(C1)N(c1ccccc1)C(N)=C(C#N)C2c1ccsc1 (stereo not given),32,7,103,1.1,98,100,98,100,100,·,23
COc1ccc(-c2cc(C)nc(SCc3cccc(C(=O)O)c3)n2)cc1,14,6,100,-0.1,97,99,96,97,98,·,2
COc1ccc(Cl)cc1C(=O)Nc1ccc2c(c1)OCO2,·,3,103,0.1,102,103,99,102,102,·,15
CCOC(=O)C1(CC2CC2)CCN(Cc2cnc(-c3ccc(OC)cc3)nc2)CC1,3,3,98,1.6,96,98,94,94,95,4,16
COc1ccc(C2C(C(=O)NCc3ccccn3)c3ccccc3C(=O)N2C)cc1OC (stereo not given),11,2,102,0.6,97,95,96,100,98,·,21
O=C(OCCN1CCCCC1)C1(c2ccccc2)CCCC1,11,1,97,0.3,102,97,98,98,98,9,5
c1cncc(CNc2ccc3c(c2)OCO3)c1,11,2,101,0.4,98,105,101,104,104,0,16
CC(C)n1c(O)c(N=NC(=O)Cn2ccc(C(F)(F)F)n2)c2ccccc21,25,89*,104,1.4,97,101,98,98,99,2,13
CCN1CC2=C(OC(N)=C(C#N)C2c2cccs2)/C(=C\c2cccs2)C1 (stereo not given),9,1,97,0.5,101,97,95,98,98,·,1
Cc1ccc(C(=O)CSc2nccn2-c2ccccc2)cc1,13,0,100,0.0,97,99,98,98,99,-31,7
O=C(N1CCOCC1)N(Cc1ccccc1)c1ccccn1,12,16,103,0.9,105,98,97,103,103,·,-17
Cc1sc2ncn(CC(=O)NCCCC(=O)N3CCN(Cc4ccc5c(c4)OCO5)CC3)c(=O)c2c1C,10,0,94,0.5,93,94,95,95,93,-20,-2
COc1ccc(C2C(C#N)=C(N)OC3=C2C(=O)CC(C)C3)c(OC)c1OC (stereo not given),1,0,100,-0.1,99,98,98,99,98,-3,18
COc1ccc(C)cc1N=Nc1ccc(O)c2ncccc12,8,-2,91,-0.5,105,91,90,94,91,0,23
COc1ccc(/C([O-])=C(/C(=S)Nc2ccc(C)c(C)c2)n2c[n+](C)c3ccccc32)cc1OC,13,0,99,-0.1,104,98,97,98,98,-6,12
Cc1ccc(N2CCN(c3ccc(C)cc3)C2c2ccncc2)cc1,23,0,105,0.0,102,103,102,99,101,-13,3
CCOC(=O)c1c(NC(=O)CSc2n[nH]c(-c3ccco3)n2)sc(C)c1C,15,0,90,-2.0,90,92,90,94,94,17,40
Cc1cc(O)c(-c2cc(C(=O)NCc3ccc4c(c3)OCO4)[nH]n2)cc1C,7,1,90,0.5,94,94,92,93,95,-3,8
Cc1cc(=O)c(C(=O)O)cn1-c1ccc(C(C)C)cc1,8,-1,99,-0.2,97,100,95,99,98,-30,-7
COc1cc(C)c(/C=C(\C#N)C(=O)Nc2cccc(C)c2)cc1C(C)C,11,17,108,0.9,110,102,103,103,105,6,-1
CC1Cn2c(nnc2-c2cc3ccccc3cc2O)S1 (stereo not given),7,9,98,0.6,98,97,98,98,97,-17,12
COc1cc(OC)nc(NC(=O)CN2CCN(c3ccc(F)cc3)CC2)n1,15,2,102,0.1,101,99,97,99,103,·,-5
Cc1ccc(NC(=O)NCCCN2CCOCC2)cc1,12,-2,112,-1.1,101,104,98,101,103,-15,7
COc1cccc(COCCN2CCN(S(=O)(=O)c3ccc(C)cc3)CCC2=O)c1,11,9,101,0.9,91,103,100,99,98,-7,4
O=C(CSc1ccccc1C(=O)NCCCN1CCCC1=O)NCc1ccco1,9,6,99,0.9,99,97,99,98,98,-16,10

# Individual results from the list:
# Entry of Cc1ccc(NC(=O)NCCCN2CCOCC2)cc1 in Pf gametocyte: -15
# Entry of Cc1sc2ncn(CC(=O)NCCCC(=O)N3CCN(Cc4ccc5c(c4)OCO5)CC3)c(=O)c2c1C in ABCB1 inh: 0.5

# Other structures:
SMILES,Avidin bead fluor,ABCG2 block,Rac1 wt modul,ABCB1 inh,Rab7 wt modul,Cdc42 wt,Rac1 mut GTP,Rab2A wt mod,HRas wt GTP,Pf gametocyte,Mcl1-Noxa inh
COc1ccc(C(=O)NNC(=O)C(=O)NCc2ccccc2)cc1,11,2,97,0.4,95,94,94,96,94,-37,14
O=C(NC(=S)Nc1cccc(Cl)c1N1CCCCC1)c1ccc2c(c1)OCCO2,16,-4,105,-0.2,96,98,100,98,100,-3,21
O=C(Cn1cnc2c(nnn2-c2cccc(Cl)c2)c1=O)NCc1ccccc1,6,1,99,0.2,104,99,96,100,98,·,1
Cc1cccc(NC(=O)c2c([N+](=O)[O-])c(C(C)(C)C)nn2C)c1,6,1,103,0.0,106,100,99,102,103,-32,-9
CN(C)CC(C)(C)CNC(=S)Nc1ccc(S(=O)(=O)N2CCOCC2)cc1,13,7,108,0.8,107,103,102,103,103,·,3
O=C(CCNC(=O)Cn1cnc2ccccc2c1=O)NCC1COc2ccccc2O1 (stereo not given),17,28,103,2.6,102,103,100,104,102,-18,-14
COc1ccc(C(=O)O)cc1S(=O)(=O)Nc1cccc(C)c1,5,2,97,0.3,95,97,95,97,97,-30,2
Cc1ccc(C(=O)CSc2nnc(-c3ccco3)o2)o1,4,11,98,-0.2,100,97,93,95,99,·,20
CNCc1cc(Cl)cc(OC)c1OC(C)C,5,1,101,0.5,105,98,95,100,99,5,7
Cc1ccc(C)c(-n2c(SCC(=O)Nc3nnc(C)s3)nnc2-c2ccoc2C)c1,7,1,99,0.7,98,97,97,96,98,·,13
CCOC(=O)CSc1nc2c(sc(=S)n2-c2ccccc2)c(=O)[nH]1,4,12,?,0.7,?,?,?,?,?,7,18
O=C(CCNS(=O)(=O)c1ccc(Br)cc1)NCc1ccc2c(c1)OCO2,11,-2,102,-0.3,97,103,96,101,101,·,1
O=C(COC(=O)c1ccccc1NS(=O)(=O)c1cccs1)NC1CCCCC1,14,-3,99,0.5,97,99,96,100,98,·,4
O=C(CCc1ccccc1)N1CCN(c2ccc(Cl)cc2)CC1,27,7,102,0.6,96,100,97,97,99,·,18
CCCCCC(=O)NC(NC(=S)N1CCOCC1)C(Cl)(Cl)Cl (stereo not given),6,16,104,0.1,97,101,97,100,102,·,1
Oc1ccc(N2CCN(c3ncnc4sc5c(c34)CCC5)CC2)cc1,8,9,101,1.2,99,98,97,95,98,·,74*
CC(=O)C1=C(C)N(Cc2ccccc2)C(=O)N[C@H]1c1cccc(C(F)(F)F)c1,11,-1,104,0.4,97,100,98,103,99,·,-25
O=C(COc1ccc(Br)cc1Cl)NC(=O)Nc1ccc2c(c1)OCCO2,11,0,98,-0.1,106,96,94,98,98,-11,8
Cc1cc(Nc2cccc(Cl)c2)nc(NCc2ccccc2)n1,4,3,103,0.4,91,100,99,100,97,-6,34
CSC1=NC2(CCCCC2)C2=C(CCCC2)N1,22,1,105,0.1,100,101,100,99,102,-22,22
CC(=O)Nc1ccc(SCC(=O)N(CCC#N)c2ccc(C)cc2)cc1,7,1,95,0.1,95,97,95,95,94,10,6
CCc1nc2ccccc2n1CC(=O)N1CCN(S(=O)(=O)c2cccc(C(F)(F)F)c2)CC1,33,1,97,0.6,94,98,94,94,96,10,-11
Cc1ccccc1CSc1nnc(-c2ccccn2)n1N,2,5,99,0.7,98,97,97,97,97,-11,4
CC(=O)c1c(C)[nH]c(C(=O)OCC(=O)N(C)C)c1C,12,0,101,-0.3,102,101,97,102,100,·,6
Cc1ccc2c(c1)C(=O)c1ccccc1CS2=O (stereo not given),3,2,102,1.7,98,103,101,101,102,16,13
SMILES,Avidin bead fluor,ABCG2 block,Rac1 wt modul,ABCB1 inh,Rab7 wt modul,Cdc42 wt,Rac1 mut GTP,Rab2A wt mod,HRas wt GTP,Pf gametocyte,Mcl1-Noxa inh
Fc1cccc(C2CCCCN2Cc2nc(C3CC3)no2)c1 (stereo not given),20,0,96,-0.1,100,93,93,95,96,14,-14
O=C(Cc1cc(=O)[nH][nH]1)N/N=C/c1c(Cl)cccc1Cl,3&12,-13&-10,98,-1.1&0.0,96&99,98&100,95&99,93&98,95&97,0,20&28
Cc1ccc(OCC(=O)Nc2ccc(S(=O)(=O)Nc3ccccn3)cc2)cc1C,8,2,94,0.0,93,97,95,95,93,4,-2
CCOC(=O)C1CCCN(C2CC(=O)N(c3ccc(C(C)C)cc3)C2=O)C1 (stereo not given),10,1,96,0.8,94,98,94,96,94,-27,3
Cc1ccc(S(=O)(=O)NC2=NCN(CCOC(=O)c3ccc([N+](=O)[O-])cc3)CN2)cc1,23,13,98,1.2,97,99,98,96,96,19,10
C=C(C)COc1ccc(-c2n[nH]c(C)c2-c2ccccc2)c(O)c1,9,3,104,0.5,99,100,98,99,99,·,13
CCOC(=O)c1cnc(SCC(=O)Nc2nnc(CC)s2)nc1N,9,2,111,0.4,103,102,100,105,102,13,-9
CCC(C)[C@H](NC(=O)NCc1cccc(OC)c1)C(=O)O (stereo not given in full),6,-3,100,-1.9,99,94,97,95,94,18,7
O=C(CN1C(=O)CSc2ccc(S(=O)(=O)N3CCCCC3)cc21)NCc1cccnc1,6,19,107,0.5,105,103,94,104,105,·,4
O=[N+]([O-])c1cc(S(=O)(=O)NC2=NCCCCC2)ccc1NCC1CCCCC1,6,23,99,3.3,106,100,99,102,101,-7,12
N#C/C(=C\c1ccncc1)c1nc2c(s1)CCCC2,6,6,98,1.2,88,92,98,92,92,-25,7
COc1cc(/C=N/NC(=O)c2ccc(-c3ccccc3)cc2)cc(OC)c1OC,3,-1,101,0.2,99,95,97,98,96,·,11
CCOC(=O)c1cnc2ccc(C(=O)OC)cc2c1NCc1ccco1,11,20,89,2.1,94,95,92,94,96,·,·
NC(=O)COC(=O)/C=C/c1ccc2ccccc2n1,9,1,99,-0.4,98,97,94,99,97,-1,-7
CC(=O)c1c(NC(=O)c2ccccc2)[nH]c(-c2ccccc2)nc1=S,5,-2,98,-0.4,104,92,95,98,101,·,-26
O=C(C[n+]1ccc(-c2nnc3n2CCC3)cc1)c1ccc(Cl)c(Cl)c1,6,2,104,0.1,98,100,98,99,99,8,3
COc1cc(C=O)ccc1OCc1c(C)noc1C,12,4,111,0.2,105,104,102,104,103,18,8
Cc1[nH]c2ccccc2c1/C=C(/C#N)C(=O)NC(C)C,11,12,96,-0.6,98,95,95,91,95,·,11

# Rows were taken by chance. About 2.3% of those tested had a hit in this group.
